ERG-DNA inh: qHTS for Small Molecule Inhibitors of the ERG Ets/DNA interaction; Potency, µM (highest dose often 76.9 µM), for the others: top-dose FP activity, negative = inhibition, actives largely listed as inhibitors; 370,000 compounds, 0.028% hits; fluorescence polarization, His-ERG Ets domain / labelled DNA; Transcriptional regulator ERG (Homo sapiens), P11308; AID 624246, 2012; active means well fitted inhibition curve with a large enough effect in the polarisation, with a control signal flat; inconclusive means small, poorly fitted or top-dose-only effect, or effect the other way, or a change in a side signal; inactive means no such curve, though single readings can be large or run the other way; the % refers to the polarisation;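 further: polarization taken with two DNA probes labelled with fluorescein and Texas red; potency means the concentration at half of the fitted maximal effect; % of control where 0% means no effect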
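His-tagged ERG Ets domain (1 uM in the protein solution; 300mM KCl, 50mM Tris-HCl, 1mM EDTA, 1mM DTT, pH 7.5) received compound, then a probe mix of 5 nM fluorescein-DNA and 100nM Texas-615-DNA. Fluorescence polarization was read for both dyes.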
Apoferritin bind: qHTS Assay for Identification of Novel General Anesthetics; 350,000 compounds, 0.074% hits; apoferritin/1-aminoanthracene competitive binding, fluorescence; Potency, µM (series often up to 77.5 µM), for inactives: at the highest dose activity change, negative = displacement, most hits filed as inhibitors; AID 485281, 2010; further: potency means the concentration at half of the fitted maximal effect; on the % scale 0 is the no-effect control and ±100 the full control effect; nearly all actives have a fitted effect of over 20% in size
Target sequence (P02791 2-175 limits assumed): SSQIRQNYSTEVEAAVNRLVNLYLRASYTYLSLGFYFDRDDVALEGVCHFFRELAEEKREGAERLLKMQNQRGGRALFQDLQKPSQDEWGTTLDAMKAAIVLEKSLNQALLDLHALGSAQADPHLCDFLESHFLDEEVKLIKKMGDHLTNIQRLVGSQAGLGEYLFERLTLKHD
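Read-out: endpoint 1-AMA fluorescence, excitation 380 nm and emission 535 nm, after compounds sit 10 min at room temperature with 10 uM horse-spleen apoferritin in 50% saturated 1-AMA/PBS. Values come from four-parameter Hill fits.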
POLB inh: qHTS Assay for Inhibitors of DNA Polymerase Beta; 340,000 compounds, 1.3% hits; Potency, µM (top dose mostly 114 µM), inactives show at the highest dose activity change, negative = inhibition, hits mostly inhibitors; AID 485314, 2010; Pol beta primer extension/strand displacement, fluorescence kinetic; further: potency means the concentration at half of the fitted maximal effect; on the % scale 0 is the no-effect control and ±100 the full control effect
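Enzyme-only controls used 10 nM Pol beta; buffer lacking enzyme served as negative control. Compound preincubated 15 min, then 50 nM substrate added; 0 and 10 min reads at room temperature.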
APEX1 inh: qHTS Assay for Inhibitors of the Human Apurinic/apyrimidinic Endonuclease 1 (APE1) | Potency, µM (highest dose often 65.8 µM), for inactives: top-dose activity change, negative = inhibition, hits mostly inhibitors | 350,000 compounds, 0.35% hits | DNA repair nuclease/redox regulator APEX1 (Homo sapiens), P27695 | AID 2517, 2012 | recombinant APE1, TAMRA/BHQ-2 abasic DNA cleavage fluorescence;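 further: potency means the concentration at half of the fitted maximal effect; plate controls were vehicle for no effect and reference inhibitor for full effect; nearly all actives have a fitted effect of over 55% in size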
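Enzyme (0.75 nM final) and test compound are incubated 15 min at room temperature before adding 50 nM quenched THF abasic-site duplex. Cleavage dequenches TAMRA, followed at 525/598 nm over three reads one minute apart.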
12-LOX inh: Primary qHTS assay for inhibitors of human arachidonate 12S-lipoxygenase (ALOX12): Round 2. 580,000 compounds, 1.1% hits. Potency, µM (highest dose often 108 µM), without a hit: at the top dose activity change, negative = inhibition, usual class: inhibitors. AID 1671190, 2021. Polyunsaturated fatty acid lipoxygenase ALOX12 (Homo sapiens), P18054. purified 12hLO, xylenol orange hydroperoxide absorbance; further: potency means the concentration at half of the fitted maximal effect; on the % scale 0 is the no-effect control and ±100 the full control effect
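Hydroperoxide product was detected by ferrous iron/xylenol orange as the 573 to 405 nm absorbance ratio. Arachidonic acid at 40 uM (final) was turned over for 30 min at room temperature by 150 nM human 12hLO, pH 7.0 Hepes buffer, after 15 min compound preincubation.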
RGS4 inh: Inhibitors of Regulator of G Protein Signaling (RGS) 4: qHTS; Transcreener GDP fluorescence polarization, RGS4-accelerated GTP hydrolysis; Regulator of G-protein signaling 4 (Homo sapiens), P49798; Potency, µM (top dose mostly 114 µM), for the others: at the top dose activity change, negative = inhibition, usual class: inhibitors; 390,000 compounds, 0.039% hits; further: potency means the concentration at half of the fitted maximal effect; on the % scale 0 is the no-effect control and ±100 the full control effect; nearly all actives have a fitted effect of over 75% in size; some results filed as inactive show a strong effect at the top dose
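MLSMR compounds (23 nl, pin-transferred) preincubated 10 min at room temperature with a 500nM (2x) first reagent, then RGS4 at 900nM (2x) plus Transcreener GDP mix added; fluorescence polarization (620/688 nm) read before and after 90 min at 30 °C.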
Pol kappa inh: qHTS for Inhibitors of Polymerase Kappa | DNA polymerase kappa (Homo sapiens), Q9UBT6 | 400,000 compounds, 0.53% hits | Potency, µM (doses to about 107 µM), without a hit: at the highest dose activity, negative = inhibition, most hits filed as inhibitors | purified Pol kappa, fluorescent DNA synthesis assay, 10 min; further: potency means the concentration at half of the fitted maximal effect; on the % scale 0 is the no-effect control and ±100 the full control effect
Target sequence (Q9UBT6 whole entry, looked up): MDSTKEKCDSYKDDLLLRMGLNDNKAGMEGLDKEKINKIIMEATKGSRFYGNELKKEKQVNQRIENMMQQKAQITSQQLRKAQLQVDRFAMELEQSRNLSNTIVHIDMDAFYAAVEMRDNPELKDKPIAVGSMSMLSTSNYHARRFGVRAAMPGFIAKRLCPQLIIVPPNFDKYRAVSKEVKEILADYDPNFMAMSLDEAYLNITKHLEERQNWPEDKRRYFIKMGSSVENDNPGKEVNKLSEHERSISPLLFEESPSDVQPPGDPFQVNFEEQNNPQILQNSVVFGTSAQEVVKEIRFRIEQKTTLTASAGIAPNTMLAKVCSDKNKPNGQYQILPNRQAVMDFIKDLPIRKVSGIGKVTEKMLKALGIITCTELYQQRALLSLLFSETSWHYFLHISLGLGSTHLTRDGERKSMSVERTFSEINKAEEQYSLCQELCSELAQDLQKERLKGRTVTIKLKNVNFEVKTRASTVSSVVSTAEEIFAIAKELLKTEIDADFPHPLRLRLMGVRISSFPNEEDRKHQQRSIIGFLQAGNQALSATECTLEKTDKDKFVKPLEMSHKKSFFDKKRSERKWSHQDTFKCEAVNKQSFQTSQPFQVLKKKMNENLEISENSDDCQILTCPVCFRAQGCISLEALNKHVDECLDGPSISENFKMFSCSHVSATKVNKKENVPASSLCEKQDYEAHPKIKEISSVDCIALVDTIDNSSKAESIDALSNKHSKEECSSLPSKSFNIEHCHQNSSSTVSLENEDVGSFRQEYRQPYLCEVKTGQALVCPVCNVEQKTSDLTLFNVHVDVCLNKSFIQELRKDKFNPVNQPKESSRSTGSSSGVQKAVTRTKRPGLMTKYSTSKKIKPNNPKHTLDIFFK
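Kinetic fluorescence readout at 0 and 10 min followed reaction start with substrate at 50 nM final. Beforehand, enzyme (10 nM Pol kappa) stood 15 min with compound at room temperature; buffer-only wells were negative controls.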
Pol eta inh: qHTS for Inhibitors of Polymerase Eta | DNA polymerase eta (Homo sapiens), Q9Y253 | recombinant Pol eta, fluorescent DNA replication assay | Potency, µM (series often up to 114 µM), for the others: at the highest dose activity change, negative = inhibition, usual class: inhibitors | 390,000 compounds, 1.2% hits | AID 588591, 2011; further: potency means the concentration at half of the fitted maximal effect; on the % scale 0 is the no-effect control and ±100 the full control effect
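Fluorescent replication assay: 50 nM final substrate added after a 15 min room-temperature compound preincubation with 10 nM enzyme. Signal taken at 0 min and again at 10 min.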
LDHA block: qHTS assay for inhibitors of human lactate dehydrogenase | L-lactate dehydrogenase A chain (Homo sapiens), P00338 | purified LDHA, NADH/diaphorase-resazurin fluorescence; stronger effect = lower value | activity change, % (values are at about 110 or 230 µM) | 480,000 compounds, 0.15% hits; in the data active means activity change below about -30%; inconclusive means mostly about -25% to -30%;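 further: plate controls were DMSO wells for no effect and wells without enzyme for full effect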
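LDH5 2 nM; NADH 0.06 mM, pyruvate 0.2 mM; 200 mM Tris pH 7.4, EDTA, Tween-20; 5 min RT. Detection: diaphorase 0.133 mg/mL + resazurin 37 µM, fluorescence ex540/em590 at 0 and 20 min; normalized to enzyme-free and DMSO wells.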
* = called active by the depositor; [ ] = remark or other dose. Unless noted, the call rests on the fitted dose curve; in most records, active means well fitted curve in the direction sought with a large enough effect; inconclusive means small, poorly fitted or top-dose-only effect, or another doubt; inactive means no such curve, though single readings can be large; an effect the other way counts as inactive or inconclusive.

What do the screens show for `O=C(Nc1ccccc1F)c1ccncc1`?
ERG-DNA inh: -4%; Apoferritin bind: 9%; POLB inh: 2%; APEX1 inh: 2%; 12-LOX inh: -16%; RGS4 inh: 33%; Pol kappa inh: -12%; Pol eta inh: -2%; LDHA block: -7

What do the screens show for `O=C(O)c1ccc(/C=N/NC(=O)c2ccc(Br)cc2)cc1`?
ERG-DNA inh: -7%; Apoferritin bind: -16%; POLB inh: 0%; APEX1 inh: 0%; 12-LOX inh: -20%; RGS4 inh: -20%; Pol kappa inh: inconclusive; Pol eta inh: -13%; LDHA block: -8

Results for COCc1nnc(NC(C)=O)s1 ?
ERG-DNA inh: 1%; Apoferritin bind: -2%; POLB inh: 57%; APEX1 inh: inconclusive; 12-LOX inh: -12%; RGS4 inh: 16%; Pol kappa inh: -9%; Pol eta inh: -22%; LDHA block: -6

What do the screens show for `C(=N\Nc1nc2ccccc2[nH]1)/c1ccc2c(c1)OCCO2`?
ERG-DNA inh: 8%; Apoferritin bind: 0%; POLB inh: -6%; APEX1 inh: -1%; 12-LOX inh: 10%; RGS4 inh: 31%; Pol kappa inh: -6%; Pol eta inh: -15%; LDHA block: -23

Results for CCOc1ccc(NC(=O)Nc2cccn(Cc3ccccc3)c2=O)cc1 ?
ERG-DNA inh: inconclusive; Apoferritin bind: -14%; POLB inh: 16%; APEX1 inh: -2%; 12-LOX inh: 1%; RGS4 inh: -14%; Pol kappa inh: -19%; Pol eta inh: -14%; LDHA block: -1

How did Cn1cc(S(=O)(=O)N2CCCCC2)cc1C(=O)Nc1ccc(OC(F)(F)F)cc1 do in these assays?
ERG-DNA inh: -3%; Apoferritin bind: -5%; POLB inh: 2%; 12-LOX inh: -21%; RGS4 inh: -9%; Pol kappa inh: -14%[60.1 µM]; Pol eta inh: -10%; LDHA block: 5

How did O=C(NCCO)/C(=C\c1cccc([N+](=O)[O-])c1)NC(=O)c1ccco1 do in these assays?
ERG-DNA inh: -2%; Apoferritin bind: 8%; POLB inh: 22%; APEX1 inh: 5%; 12-LOX inh: -1%; RGS4 inh: -13%; Pol kappa inh: 11%; Pol eta inh: -7%; LDHA block: -1

How did COc1ccc(CN2C(=O)C3C4C=CC(C4)C3C2=O)cc1 (centres undefined) do in these assays?
ERG-DNA inh: -6%; Apoferritin bind: inconclusive; POLB inh: 11%; APEX1 inh: -3%; 12-LOX inh: 3%; RGS4 inh: 40%; Pol kappa inh: -3%; Pol eta inh: -9%; LDHA block: -5

How did COc1ccc(S(=O)(=O)N2CCCC(C(=O)O)C2)cc1 (centres undefined) do in these assays?
ERG-DNA inh: 3%; Apoferritin bind: 3%; POLB inh: 2%; APEX1 inh: -3%; 12-LOX inh: 6%; RGS4 inh: -21%; Pol kappa inh: -6%; Pol eta inh: -21%; LDHA block: -4

What do the screens show for `C/C(CC(C)C)=N\NS(=O)(=O)c1ccc(C)c([N+](=O)[O-])c1`?
ERG-DNA inh: 10%; Apoferritin bind: -19%; POLB inh: inconclusive; APEX1 inh: 20%; 12-LOX inh: -6%; RGS4 inh: -53%[56.9 µM]; Pol kappa inh: 3%; Pol eta inh: -1%; LDHA block: 1

How did Cc1noc(C)c1C(=O)Nc1cccnc1 do in these assays?
ERG-DNA inh: inconclusive; Apoferritin bind: 3%; POLB inh: 6%; APEX1 inh: 1%; 12-LOX inh: 2%; RGS4 inh: 4%; Pol kappa inh: -5%; Pol eta inh: -9%; LDHA block: 9

What do the screens show for `O=C1CC(c2ccccc2)CC(O)=C1C=NCc1ccncc1` (centres undefined)?
ERG-DNA inh: -2%; Apoferritin bind: -7%; POLB inh: 36%; APEX1 inh: -5%; 12-LOX inh: 1%; RGS4 inh: -8%; Pol kappa inh: -5%; Pol eta inh: -4%; LDHA block: -6

How did COc1ccc(-c2c3c(nc4sc(C(=O)Nc5ccccc5F)c(N)c24)CC(C)(C)CC3=O)cc1 do in these assays?
ERG-DNA inh: 3%; Apoferritin bind: 18%; POLB inh: 10%; 12-LOX inh: -27%; RGS4 inh: -6%; Pol kappa inh: 12%; LDHA block: 1

Results for CCOc1ccc(S(=O)(=O)N2CCCCC2)cc1NC(=O)Cc1cccs1 ?
APEX1 inh: 4%; 12-LOX inh: -20%; RGS4 inh: 2%; Pol kappa inh: -10%; Pol eta inh: inconclusive; LDHA block: -4

How did CCOC(=O)c1nn(-c2ccc(C)cc2)c(=O)cc1OCC(=O)Nc1cc(C)ccc1OC do in these assays?
ERG-DNA inh: 18%; APEX1 inh: 43%[activator]; 12-LOX inh: inconclusive; RGS4 inh: -30%; Pol kappa inh: -1%; Pol eta inh: -15%; LDHA block: -1

How did O=C(CCn1cccn1)N1CCCC(N2CCN(c3cccc(Cl)c3)CC2)C1 (centres undefined) do in these assays?
ERG-DNA inh: 4%; Apoferritin bind: -8%; POLB inh: 0%; APEX1 inh: -5%; RGS4 inh: -15%; Pol kappa inh: -5%; Pol eta inh: -8%; LDHA block: -1

Results for O=C1C2CCCN2C(c2ccccc2F)N1c1ccc(Cl)cc1 (centres undefined) ?
ERG-DNA inh: -5%; Apoferritin bind: -7%; POLB inh: 17%; APEX1 inh: 0%; 12-LOX inh: 46%[activator]; RGS4 inh: 31%; Pol kappa inh: -10%; Pol eta inh: -4%; LDHA block: -21

How did COc1ccccc1C(=O)COC(=O)Cn1[nH]c(=O)c2ccccc2c1=O do in these assays?
ERG-DNA inh: -4%; APEX1 inh: 1%; 12-LOX inh: -26%; RGS4 inh: -6%; Pol kappa inh: 0%; Pol eta inh: -16%; LDHA block: 2

How did Cc1cccc(C(=O)Oc2ccc3ccc(O)cc3c2)c1 do in these assays?
ERG-DNA inh: 0%; Apoferritin bind: -17%; POLB inh: 24%; APEX1 inh: 0%; 12-LOX inh: inconclusive; RGS4 inh: 19%; Pol kappa inh: -5%; Pol eta inh: -26%; LDHA block: 5

Results for COc1ccc(CCNC(=O)c2cc(S(=O)(=O)N3CCCC(C)C3)cn2C)cc1OC (centres undefined) ?
ERG-DNA inh: 2%; Apoferritin bind: -17%; POLB inh: -1%; 12-LOX inh: -7%; RGS4 inh: 0%; Pol kappa inh: -10%[60.1 µM]; Pol eta inh: -13%; LDHA block: 1

How did COC(=O)N/N=C/c1ccc(OS(=O)(=O)c2ccc(C)cc2)c(OC)c1 do in these assays?
ERG-DNA inh: -2%; Apoferritin bind: -15%; POLB inh: -3%; APEX1 inh: 4%; 12-LOX inh: -9%; RGS4 inh: 6%; Pol kappa inh: 2%; Pol eta inh: -15%; LDHA block: -2

How did CCn1c(C)nc2cc(N)ccc21 do in these assays?
ERG-DNA inh: -3%; Apoferritin bind: 8%; POLB inh: 6%; APEX1 inh: 11%; 12-LOX inh: -19%; RGS4 inh: -6%; Pol kappa inh: -15%; Pol eta inh: -6%; LDHA block: 3

How did COc1ccccc1N1CCN(S(=O)(=O)c2cccc3nsnc23)CC1 do in these assays?
ERG-DNA inh: 6%; Apoferritin bind: 7%; POLB inh: 0%; APEX1 inh: 2%; 12-LOX inh: -19%; RGS4 inh: 24%; Pol kappa inh: -13%; Pol eta inh: -7%; LDHA block: 0

What do the screens show for `CCCCCCCCNC(=O)c1cnccn1`?
ERG-DNA inh: -4%; Apoferritin bind: -15%; POLB inh: -2%; APEX1 inh: 4%; 12-LOX inh: -3%; RGS4 inh: -20%; Pol kappa inh: 4%; Pol eta inh: -17%; LDHA block: 0

How did CCc1ncc(C)nc1CC do in these assays?
ERG-DNA inh: 4%; Apoferritin bind: 2%; POLB inh: 25%; APEX1 inh: 26%; 12-LOX inh: 15%; RGS4 inh: -9%; Pol kappa inh: 4%; Pol eta inh: -24%; LDHA block: -1

What do the screens show for `CCN(CC)/C(Sc1ccccc1)=C(\C(Cl)=C(Cl)Cl)[N+](=O)[O-]`?
ERG-DNA inh: -1%; Apoferritin bind: -7%; POLB inh: -11%; APEX1 inh: 6%; 12-LOX inh: -18%; RGS4 inh: 3%; Pol kappa inh: -6%; Pol eta inh: -10%; LDHA block: -1

What do the screens show for `O=C(c1ccc(F)cc1)c1ccc(N2CCCC2)cc1`?
ERG-DNA inh: 2%; Apoferritin bind: -10%; POLB inh: -26%; APEX1 inh: -8%; 12-LOX inh: 32µM*; RGS4 inh: -3%; Pol kappa inh: -1%; Pol eta inh: -18%; LDHA block: -1

How did C#Cc1ccc(CN2CCN(Cc3ccsc3)C(CCO)C2)cc1 (centres undefined) do in these assays?
ERG-DNA inh: -3%; Apoferritin bind: -7%; POLB inh: 0%; APEX1 inh: 2%; 12-LOX inh: 2%; RGS4 inh: -19%; Pol kappa inh: -1%; Pol eta inh: -9%; LDHA block: 0

Bioassay records (PubChem BioAssay)

This is a subset; rates above refer to the full screens.
